GLA spleen mod – inhibits or activates alpha-galactosidase in human spleen homogenate; P06280; human spleen homogenate, 4MU-alpha-Gal fluorescence, 40 min; Potency, µM (top dose mostly 80 µM), for inactives: at the top dose activity change, negative = inhibition, hits mostly inhibitors; 240,000 tested, 0.008% active;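 further: 0% = enzyme with vehicle and -100% = no enzyme basal signal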
Target sequence (P06280 32-429 limits assumed): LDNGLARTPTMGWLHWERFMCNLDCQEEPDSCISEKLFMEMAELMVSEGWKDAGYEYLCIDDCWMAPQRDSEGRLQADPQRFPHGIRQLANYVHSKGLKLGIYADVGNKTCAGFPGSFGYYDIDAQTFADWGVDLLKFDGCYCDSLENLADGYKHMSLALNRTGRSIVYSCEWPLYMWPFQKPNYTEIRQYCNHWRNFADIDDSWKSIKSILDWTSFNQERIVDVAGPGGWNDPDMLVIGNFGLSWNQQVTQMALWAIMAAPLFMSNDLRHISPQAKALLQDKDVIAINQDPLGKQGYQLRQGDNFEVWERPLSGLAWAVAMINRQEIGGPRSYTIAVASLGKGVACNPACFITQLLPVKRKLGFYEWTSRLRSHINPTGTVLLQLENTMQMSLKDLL
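Spleen homogenate 1 ug + cpd (titration) + 4-MU-alpha-D-galactopyranoside 1 mM; 37C 40 min; 50 mM citrate/phosphate pH 5.0, 0.01% Tween-20; stop pH 10; fluorescence 365/440; AC50 via Hill.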
GAA inh – inhibitors of human lysosomal alpha-glucosidase; purified human GAA, 4-MU-alpha-glucoside fluorescence; Potency, µM (top dose mostly 76.9 µM), inactives show at the highest dose activity change, negative = inhibition, most hits filed as inhibitors; 200,000 tested, 0.005% active;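 further: plate controls were uninhibited enzyme wells for no effect and no-enzyme background for full effect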
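Enzyme (4 nM final) mixed with compound (up to 77 uM), then 4-MU-alpha-D-pyranoside (400 uM final) added; 20 min at room temperature, pH 5.0. Reaction stopped at pH 10, fluorescence read, AC50 derived by Hill fit.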
Tau fibril FP – inhibitors of human tau fibril formation | P10636 | K18 P301L tau heparin fibrillization, Alexa594 FP, 6 h | Potency, µM (series often up to 57.7 µM), for inactives: at the highest dose activity, negative = inhibition, most hits filed as inhibitors | 280,000 tested, 0.39% active | AID 1468; further: on the % scale 0 is the no-effect control and ±100 the full control effect; nearly all actives have a fitted effect of over 55% in size
Target sequence (P10636 561-689 P618L limits assumed): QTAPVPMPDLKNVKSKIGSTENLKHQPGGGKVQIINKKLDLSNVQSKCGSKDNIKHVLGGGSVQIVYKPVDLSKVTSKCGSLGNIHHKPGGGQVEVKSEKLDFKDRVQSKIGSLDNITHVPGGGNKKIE
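FP of Alexa 594-tau after heparin (20 uM) induction. Substrate: human K18 P301L, 15 uM unlabeled, 0.24 uM labeled. Buffer 100 mM sodium acetate pH 7. 6 hr, 37 C.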
Tau fluor counter – counter-screen for tau fibril formation inhibitors. tau K18 P301L Alexa594 fluorescence, heparin fibrillization. Potency, µM (highest dose often 57.7 µM), for the others: at the top dose activity change, negative = decrease. 280,000 tested, 0.93% active. AID 1463; further: on the % scale 0 is the no-effect control and ±100 the full control effect; nearly all actives have a fitted effect of over 55% in size
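Human K18 P301L tau (15 uM unlabeled plus 0.24 uM Alexa 594-labeled, final) in 100 mM sodium acetate pH 7 was mixed with compound and 20 uM heparin and incubated 6 hr at 37 C.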
GAA glycogen mod – alters human alpha-glucosidase cleavage of glycogen; P10253; recombinant GAA, glycogen substrate, Amplex Red glucose oxidase fluorescence; Potency, µM (series often up to 76.4 µM), without a hit: at the top dose activity change, negative = inhibition, most hits filed as inhibitors; 300,000 tested, 0.38% active;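 further: 0% = full enzyme reaction and -100% = no-enzyme basal signal; the screen sought inhibitors and activators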
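qHTS, 1536-well; enzyme 4 nM final; cpd up to 77 uM; substrate bovine liver glycogen 30 ug; 50 mM citrate/phosphate pH 5.0, 0.01% Tween-20; 37 C, 40 min; Amplex Red detection 45 min RT; Hill fit → AC50.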
Tau fibril ThT – inhibitors of human tau fibril formation, thioflavin T binding | P10636 | recombinant tau K18 P301L (four-repeat tau fragment), heparin-induced fibrillization, ThT fluorescence | Potency, µM (highest dose often 57.4 µM), for the others: top-dose activity, negative = inhibition, hits mostly inhibitors | 270,000 tested, 2.1% active | AID 1460; further: on the % scale 0 is the no-effect control and ±100 the full control effect; nearly all actives have a fitted effect of over 55% in size
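Heparin-induced (20 uM) aggregation of recombinant human K18 P301L tau, 15 uM unlabeled with 0.24 uM labeled, pH 7 acetate buffer, 6 hr at 37 C with compound. Fibrils quantified by 30 uM ThT fluorescence after 1 hr ambient incubation.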
HTT cytoprotect – Huntington cell model cytoprotection by ATP luminescence; Potency, µM (highest dose often 56.4 µM), for inactives: cytoprotection (ATP increase), usual class: activators; PC12 HTT-Q103 induced, cytoprotection, ATP luminescence, 40 h; 230,000 tested, 0.14% active;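 further: % of control where 0% means no effect; nearly all actives have a fitted effect of over 45% in size; toxic huntingtin expression switched on by the ecdysone agonist tebufenozide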
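Stable PC12 Q103-GFP cells in serum-supplemented, phenol red-free DMEM; induction by tebufenozide at 100 nM final; compound dose series; cell viability quantified luminescently from ATP.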
aGlu spleen mod – inhibitors or activators of human alpha-glucosidase in spleen homogenate. P10253. human spleen homogenate, 4-MU-alpha-glucoside fluorescence. Potency, µM (doses to about 79.9 µM), inactives show at the highest dose activity change, negative = inhibition, actives largely listed as inhibitors. 240,000 tested, 0.006% active. AID 2112;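 further: 0% = enzyme with vehicle and -100% = no enzyme basal signal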
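Human spleen homogenate (1 ug) with 4-methylumbelliferyl-alpha-D-glucopyranoside (1 mM final) in 50 mM citrate/phosphate pH 5.0, 0.01% Tween-20; 40 min at 37 C. Stopped at pH 10; 4-MU fluorescence Ex 365/Em 440 nm; AC50 by Hill fit.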
Numbers without * were called inactive; ? = inconclusive; · = not tested or not shown; [ ] = another dose, or the depositor's remark. The call rests on the fitted dose curve; in most records, active means well fitted curve in the direction sought with a large enough effect; inconclusive means small, poorly fitted or top-dose-only effect, or another doubt; inactive means no such curve, though single readings can be large; an effect the other way counts as inactive or inconclusive. Potency means the concentration at half of the fitted maximal effect. Random draw from the library; overall some 3.3% were active at least once.

Each structure is followed by: GLA spleen mod | GAA inh | Tau fibril FP | Tau fluor counter | GAA glycogen mod | Tau fibril ThT | HTT cytoprotect | aGlu spleen mod
1: COc1cc2c(=O)n(Cc3ccco3)c(=O)n(CC(=O)c3cccc(Br)c3)c2cc1OC
 : 3% | -9% | -12% | -23% | 15% | 4% | -19% | -7%
2: CC1(C)COC(/C=C/c2ccc([N+](=O)[O-])cc2)=N1
 : -1% | 9% | 4% | -17% | -4% | ? | 12%[0.074 µM] | 2%
3: COCCNC(=O)c1cc2oc3ccccc3c2n1C
 : 0% | -2% | 16% | -3% | 2% | -19% | -17% | -7%
4: O=c1[nH][nH]c2c(N=Cc3ccccc3O)ccc(F)c12
 : 7% | 0% | 7.9µM* | 3.5µM*[quencher] | -14% | 3.5µM* | -9%[10 µM] | 7%
5: O=C(Cn1nc2n(c1=O)-c1ccccc1SC2)N/N=C/c1cccnc1
 : 0% | · | -3% | 1% | 5% | -1% | 10%[10 µM] | -5%
6: COc1ccc(OC)c(NC(=O)COCc2cc(-c3ccco3)on2)c1
 : · | · | 2% | -13% | 14%[76.3 µM] | -12% | · | ·
7: Cc1cccc(CSc2nnc(CCCCCNC(=O)OC(C)(C)C)o2)c1
 : -6% | · | 11% | -4% | -1% | ? | 12%[10 µM] | -1%
8: CC(C)Oc1cccc(NC(=O)c2cnccc2C(F)(F)F)c1
 : -5% | · | 0% | -12% | -7% | -4% | 2%[10 µM] | -8%
9: O=C1CSC(c2ccco2)N1 (configuration not stated)
 : 2% | ? | -1% | -2% | 0% | 0% | -6% | -1%
10: Cc1ccccc1N1CCN(C(=O)c2ccccc2NC(=O)C2CC=CCC2C(=O)O)CC1 (configuration not stated)
 : 9% | 9% | 7% | 2% | -4% | -11% | -9% | 2%
11: COC(=O)c1cc(CSc2nc3ccccc3[nH]2)oc1C
 : 2% | -2% | 7% | -9% | -4% | -8% | -27% | -3%
12: Cc1ccc(C(=O)c2oc3ccccc3c2NC(=O)COc2ccccc2Cl)cc1
 : · | · | -13% | 0% | -5%[76.3 µM] | 6% | · | ·
13: Cc1cccc(CNC(=O)Cn2ccc3cc(S(=O)(=O)N4CCCCCC4)ccc32)c1
 : · | · | 4% | -15% | -7%[76.3 µM] | 11% | · | ·
14: COc1ccc(C(=O)NCCCN2CCOCC2)cc1S(=O)(=O)N1CCCc2ccccc21
 : 4% | -6% | 0% | -7% | 2% | -11% | -31%[inhibitor] | -7%
15: COC(=O)Nc1ncc(CN2C(=O)c3ccccc3C2=O)s1
 : 2% | -2% | -11% | -6% | 2% | -10% | -6% | -1%
16: CCOC(=O)C(=CNc1ccc(C(F)(F)F)cc1)C(=O)OCC
 : -3% | · | -7% | -11% | 1% | -9% | -4%[10 µM] | 2%
17: COC(=O)c1ccc(CSc2nnc(C)s2)cc1
 : 3% | 5% | -3% | -11% | 10% | ? | -15% | -3%
18: CC12CN3CC(C)(CN(C1)C3c1ccc(Br)cc1O)C2 (configuration not stated)
 : 6% | -1%[15.4 µM] | -11% | -18% | 6% | -14% | -11% | 1%
19: COCCNc1nc2nonc2nc1N(C)Cc1ccc(C)cc1
 : -1% | · | 2% | -11% | -9% | -6% | -7%[10 µM] | 3%
20: COc1ccc(CCNC(=O)c2c[nH]c3ccccc3c2=O)cc1OC
 : -1% | 0% | -6% | -15% | 0% | -11% | -10% | 10%
21: O=C(C1=C(O)C(=O)N(CCc2ccccc2)C1c1ccncc1)c1cc2ccccc2o1 (configuration not stated)
 : 9% | 2% | 10% | -1% | 11% | 2% | -45%[inhibitor][1.9 µM] | 0%
22: CCN1CCN(S(=O)(=O)c2ccc(S(=O)(=O)NCC3CCCO3)cc2)CC1 (configuration not stated)
 : 24% | -2% | 2% | -7% | -5% | -1% | 8% | -2%
23: O=C(/C=C(\O)c1ccc(Cl)cc1)C(=O)NNC(=O)C(O)(c1ccccc1)c1ccccc1
 : -7% | ? | -9% | -18% | -9% | ? | 1% | -5%
24: CC(C(=O)Nc1cc(C(F)(F)F)ccc1Cl)n1nnc2sc3c(c2c1=O)CCCC3 (configuration not stated)
 : · | · | -10% | -21% | 14%[76.3 µM] | -2% | · | ·
25: CC1CCCN(CCC(=O)Nc2ccc(Br)cc2)C1 (configuration not stated)
 : -2% | ? | -13% | -8% | -5% | -5% | 18%[10 µM] | -4%
26: Cc1ccc(CNC(=O)c2ccc(CS(=O)(=O)c3ccccc3C)o2)cc1
 : · | · | -2% | -11% | ? | -6% | · | ·
27: Cc1cccc(NC(=O)CC2C(=O)NCCN2C(=S)Nc2ccccc2)c1 (configuration not stated)
 : -3% | -1% | -9% | -13% | -11% | -1% | 15% | -3%
28: Cc1ccsc1/C=N/NC(=O)CNC(=O)c1ccc(S(=O)(=O)N2CCOCC2)cc1
 : 3% | -13% | -1% | -4% | 15% | -3% | 15%[10 µM] | 3%
29: CCc1ccc2c(c1)c(=O)c(S(=O)(=O)c1ccccc1)cn2CC(=O)Nc1ccc(OC)cc1
 : · | · | -14% | -24% | -14%[76.3 µM] | 6% | · | ·
30: COc1ccc(NC(=O)OCC(C)C)cc1OC
 : 9% | 10% | 2% | -7% | -7% | -9% | -17% | 1%
31: COCc1[nH][nH]c(=O)c1C=NCC(=O)OC
 : -2% | -3% | -1% | 3% | 3% | -2% | -11%[10 µM] | ·
32: Cc1ccc(-c2cc3nc(-c4ccccc4)cc(N)n3n2)cc1
 : 5% | ? | -8% | -25% | 1% | -6% | -20%[10 µM] | -2%
33: COc1ccc(NC(=S)NC(NC(C)=O)C(Cl)(Cl)Cl)c([N+](=O)[O-])c1 (configuration not stated)
 : -5% | 1% | 10% | -4% | 15% | ? | 24%[10 µM] | -2%
34: Cc1cccc(Nc2nc(CC(=O)O)cs2)c1
 : 2% | 2% | 10% | -16% | ? | ? | -1% | -2%
35: CCN(CC)N=Nc1ccc(S(=O)(=O)N2CCSC2C(=O)O)cc1 (configuration not stated)
 : -2% | 7% | -1% | 1% | 2% | 3% | · | -13%
36: CCCCS/C(N)=N/N=C/c1ccccc1O
 : 9% | -2% | 3% | ? | -23% | ? | -18% | -4%
37: CCOC(=O)COc1ccc2c(=O)c(-c3ccccc3OC)coc2c1
 : 0% | 1% | 1% | -5% | 3% | -9% | -27% | -1%
38: CCCn1c2ccccc2c2cnn(CC(=O)NCC3CCN(Cc4ccccc4C)CC3)c(=O)c21
 : · | · | 2% | 5% | 12%[76.3 µM] | 3% | · | ·
39: CC(C)c1cc(Br)ccc1OCCN1C(=O)NC(C)(C)C1=O
 : -4% | 6% | -8% | 5% | -20% | 16% | -17% | 1%
40: Cc1[nH]n(-c2ncc(-c3ccccc3)s2)c(=O)c1C(c1ccc(Br)cc1)C(C#N)C#N (configuration not stated)
 : 6% | -9% | 35µM* | ? | -20% | 8.9µM* | -1%[10 µM] | -3%
41: CCCCC(NC(=O)c1cccc(Br)c1)C(=O)O (configuration not stated)
 : -11% | 1% | -5% | -1% | -2% | 6% | -17%[10 µM] | -1%
42: c1cncc(-c2nnc3n2C2(CCCCC2)Cc2ccccc2-3)c1
 : -17% | ? | -9% | -1% | 16% | 4% | 12% | -1%
43: Cc1cc(C)n(-c2ccc(C(=O)OCC(=O)c3ccc(Br)s3)cc2)n1
 : 5% | -7% | 6% | -20% | -2% | ? | -11% | 0%
44: CC(=O)NC(c1ccccc1)c1nc2ccccc2[nH]1 (configuration not stated)
 : -4% | -5% | 7% | 8% | 7% | -5% | 10% | -1%
45: O=C(CSc1nnc2c(n1)[nH]c1ccc(F)cc12)OCc1ccccc1
 : 0% | 0% | ? | 2% | 12% | -7% | 4% | -9%
46: COc1ccccc1-c1noc(-c2ccc(NC3CCCC3)c([N+](=O)[O-])c2)n1
 : · | · | -6% | -4% | -10%[76.3 µM] | 5% | · | ·
47: OC1CCCN(c2ncnc3c2nnn3Cc2c(F)cccc2Cl)C1 (configuration not stated)
 : 7% | 0% | -15% | -12% | -8% | -8% | -3%[10 µM] | 4%
48: CC(=O)c1cc(CC(=O)N2CCc3c([nH]c4ccccc34)C2c2ccccn2)cs1 (configuration not stated)
 : 2% | 1% | -6% | -22% | -15% | -15% | 3%[10 µM] | -4%

Screening data deposited in PubChem BioAssay by National Center for Advancing Translational Sciences (NCATS).
